# High-throughput results: PubChem BioAssay, several laboratories
# HSF1 inhib: HSF1 inhibition. activity change, negative = inhibition, % at 7.5 µM (by protocol). 300,000 tested, 0.77% active. NIH3T3-HGL HSE-luciferase, MG132-induced, luminescence 8 h; active compounds read low. AID 2098;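 active = more than half of replicate wells show activity change below -50%, luminescence cut by over half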;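 note: luciferase reports HSF-1 transcriptional activity via heat shock element; 0% = median of DMSO wells and -100% = zero luminescence signal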
# GSK3 alpha inh: blocks human GSK-3 alpha kinase | P49840 | ADP-Glo luminescence, 60 min | inhibition, % at 10 µM | 320,000 tested, 0.1% active | AID 2650;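 in the data active = inhibition above about 50%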;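 note: GST-tagged GSK-3 alpha with peptide substrate and 25 µM ATP; 0% = DMSO neutral wells and 100% = GW8510 positive control wells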
# Target sequence (P49840 whole entry, looked up): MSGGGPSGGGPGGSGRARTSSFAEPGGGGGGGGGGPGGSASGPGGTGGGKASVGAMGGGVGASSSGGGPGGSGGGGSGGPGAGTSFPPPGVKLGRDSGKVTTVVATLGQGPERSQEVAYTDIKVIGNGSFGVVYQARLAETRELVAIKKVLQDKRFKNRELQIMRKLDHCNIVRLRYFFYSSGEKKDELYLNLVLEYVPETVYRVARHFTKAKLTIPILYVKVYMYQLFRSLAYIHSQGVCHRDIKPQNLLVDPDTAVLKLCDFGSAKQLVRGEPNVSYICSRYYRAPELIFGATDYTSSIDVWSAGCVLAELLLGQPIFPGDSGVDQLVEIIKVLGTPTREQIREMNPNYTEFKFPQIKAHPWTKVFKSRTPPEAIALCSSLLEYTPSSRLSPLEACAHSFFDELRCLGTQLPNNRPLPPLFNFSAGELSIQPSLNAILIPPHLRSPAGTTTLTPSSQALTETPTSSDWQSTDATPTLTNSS
# aSyn UTR inh: 5' untranslated region of α-synuclein, MLPCN primary screen | alpha-synuclein 5'UTR reporter, inhibitor activity | 300,000 tested, 0.82% active | inhibition, % (tested at 7.5 µM) | AID 1813; in the data active = inhibition above about 60%;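 note: H4 neuroglioblastoma cells stably carrying SNCA 5'UTR luciferase fusion; 0% = DMSO wells and 100% = positive control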
# GSK3B inh: human GSK3beta kinase inhibition | P49841 | GST-GSK3beta kinase, ADP-Glo luminescence, 60 min; active compounds read low | activity score (negative = inhibition), % at 10 µM | 300,000 tested, 0.038% active | AID 2097;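 active = more than half of replicate wells score below -50%, meaning over 50% inhibition versus plate controls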;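 note: 0% = median DMSO wells and -100% = median GW8510 positive control wells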
# Target sequence (P49841 whole entry, looked up): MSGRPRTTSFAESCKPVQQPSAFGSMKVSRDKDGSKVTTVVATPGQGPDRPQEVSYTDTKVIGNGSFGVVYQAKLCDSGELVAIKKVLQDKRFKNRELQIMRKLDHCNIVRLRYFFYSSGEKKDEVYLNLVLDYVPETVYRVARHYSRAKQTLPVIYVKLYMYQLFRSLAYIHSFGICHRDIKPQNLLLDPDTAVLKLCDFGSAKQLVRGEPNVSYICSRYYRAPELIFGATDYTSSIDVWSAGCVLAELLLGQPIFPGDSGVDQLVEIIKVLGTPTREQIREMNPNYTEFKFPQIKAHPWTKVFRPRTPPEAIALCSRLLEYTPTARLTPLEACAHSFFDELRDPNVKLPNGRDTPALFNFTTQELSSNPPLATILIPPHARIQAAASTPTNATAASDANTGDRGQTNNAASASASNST
#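 Assay system: GST-fused GSK3beta enzyme, cell-free / Medium: Tris pH 7.5 buffer with MgCl2, DTT, BSA, heparin / Also added: peptide substrate plus 25 µM ATP (final) / Compound: 10 µM single point / Timing: kinase reaction with compound 60 min at room temperature / Detection: ADP-Glo luminescence / Benchmarks: DMSO neutral wells and GW8510 at 20 µM as positive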
# IEC-6 tox: kills IEC-6 intestinal cells in KLF5 counter-screen; IEC-6 cytotoxicity, luminescence viability; inhibition, % at 5 µM; 290,000 tested, 0.78% active; AID 1825; in the data active = inhibition above about 22%;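 note: 0% = plate median of test compound wells and 100% = cytotoxic reference compound wells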
# AI-2 QS mod: Vibrio harveyi AI-2 quorum sensing modulation. 300,000 tested, 0.4% active. Vibrio harveyi JMH597 AI-2 luminescence/OD600 ratio, 9 h; active compounds read low; strain lacks LuxN and CqsS sensors; 0 = neutral-control median. activity change, % at 7.5 µM. AID 2094; in the data active = activity change below about -75%, passing the limit was not always enough;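 note: luminescence divided by OD600 gain over 9 h not by final OD600 alone; inactives centre near 13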
# HIF activator: HIF pathway transcriptional activation; U2OS HRE-luciferase reporter, luminescence; normalized: DMSO 0%, desferrioxamine 100%; 300,000 tested, 0.32% active; activation, % at 7.5 µM (by protocol); AID 1910;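 active = mean activation of at least 10% of the iron chelator positive control signal, with at least half of replicates also reaching 10%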
# HSF1 activator: increases HSF-1 driven luciferase reporter signal; NIH3T3-HGL HSF-1 luciferase reporter, MG132, 8 h; 100% = twice DMSO control signal; activation, % at 9 µM; 300,000 tested, 1.7% active; AID 504408;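 active = mean replicate activation of at least 50% with a set share of replicates each reaching 50%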;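 note: 0% = median of the neutral control wells and 100% = twice that signal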
# KLF5 inhibitor: inhibitors of KLF5 expression. 290,000 tested, 0.23% active. DLD-1 KLF5 promoter-luciferase reporter, luminescence. inhibition, % at 5 µM;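 active = inhibition above a per-plate limit of that plate's mean compound inhibition plus 3 SD, cut at about 60% in these data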;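 note: 0% = DMSO wells and 100% = LY294002 at 200 µM; higher means less KLF5 promoter-driven luciferase light; inactives centre near -14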
# HSP90 inh: inhibitors of HSP90 luciferase refolding in rabbit reticulocyte lysate | 290,000 tested, 0.91% active | luciferase refolding luminescence, 3 h | AID 1789 | inhibition, % at 5.6 µM;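 active = inhibition above the screen-wide mean plus 3 SD, computed separately per campaign, cut at about 16% in these data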;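 note: 0% = DMSO wells and 100% = 60 µM geldanamycin wells; inhibitors lower the luminescence because luciferase stays unfolded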
# * hit, by the source's call; . = no result given.
SMILES,HSF1 inhib,GSK3 alpha inh,aSyn UTR inh,GSK3B inh,IEC-6 tox,AI-2 QS mod,HIF activator,HSF1 activator,KLF5 inhibitor,HSP90 inh
O=S(=O)(c1ccc(N2CCN(c3ccc(F)cc3)CC2)cc1)N1CCCC1,-9,0,-14,1,-5,31,0.1,2,3,2
Cc1ccccc1C(=O)NNC1CC(=O)N(c2ccc3c(c2)OCCO3)C1=O (stereo unspecified),-1,-4,9,1,-9,-4,-0.1,3,8,3
O=C(O)CN1CCc2ccccc2C1,0,0,-12,-1,3,8,-0.3,7,-26,-2
CCn1c(SCC(=O)NC2CCCCC2)nnc1-c1ccccn1,2,1,-9,-2,-7,-6,-0.3,-13,-14,9
Cn1c(N)c(S(=O)(=O)N2CCN(c3cccc(Cl)c3)CC2)c(=O)n(C)c1=O,3,-1,1,-1,0,20,-0.1,1,4,-6
CCC(=O)N1CCCc2cc(S(=O)(=O)NCc3cccs3)ccc21,-6,-2,18,2,-5,19,-1.2,6,-8,4
CCOC(=O)c1ccccc1NC(=O)c1ccc(Cl)c(S(=O)(=O)N2CCOCC2)c1,.,-1,.,.,7,.,.,.,-13,0
C/C(CCc1ccc2c(c1)OCO2)=N\NC(=S)NC(C)C,11,-4,9,-8,7,41,-0.4,31,0,11
O=c1c2[nH]c3ccc(F)cc3c2ncn1CCCn1ccnc1,17,0,-22,0,5,13,-0.4,8,-2,1
Cc1cc(=O)[nH]c(N/N=C/c2ccc(-c3ccc(F)cc3)o2)n1,0,-2,-70,-1,12,42,0.8,-2,-37,-3
O=S(=O)(c1ccc(N2CCCC2c2nc3ccccc3s2)nc1)N1CCOCC1 (stereo unspecified),-7,1,3,2,7,12,0.2,19,1,-2
Cc1ccc(NC(=O)C2CCCN(C(=O)c3ccc(Cl)cc3)C2)c(C)c1 (stereo unspecified),7,-2,-10,0,9,9,0.1,21,-2,1
CCC1(C)Cc2c(sc3c2c2ncnn2c2nnc(SCC(=O)NCc4ccco4)n32)CO1 (stereo unspecified),-2,-1,-23,0,2,39,-0.3,-4,-12,2
Clc1ccc(Nc2ncnc3ccc(Br)cc23)cc1,-21,4,-30,-1,26*,0,0.4,-21,8,-1
O=C(NCc1ccco1)C1(c2ccc(Br)cc2)CCCC1,-6,-2,-1,-1,-8,22,-0.3,-4,-10,1
COc1ccc(N(C)C(=S)Nc2ccc3nc(C)c(C)nc3c2)cc1,-4,0,-8,-2,5,7,0.4,7,-18,4
COc1ccc(N2C(=O)CSC2c2ccc([N+](=O)[O-])cc2)cc1 (stereo unspecified),-6,-1,8,-3,-2,8,-16,15,0,-2
COCCSc1ccccc1C(=O)N1CCCC(C)C1 (stereo unspecified),-2,-1,-8,3,1,3,1.0,1,-41,1
COc1ccc(N2C(=O)CC(C3CCCO3)C2=O)cc1 (stereo unspecified),-5,-9,16,-3,-4,34,-0.4,-12,-28,2
Cc1ccc(C(=O)N2CCC(C(=O)NC3CCCCCC3)CC2)cc1,-6,1,-2,-6,2,7,0.4,-13,1,6

# 3 successive records already listed:
SMILES,HSF1 inhib,GSK3 alpha inh,aSyn UTR inh,GSK3B inh,IEC-6 tox,AI-2 QS mod,HIF activator,HSF1 activator,KLF5 inhibitor,HSP90 inh
COCCSc1ccccc1C(=O)N1CCCC(C)C1 (stereo unspecified),-2,-1,-8,3,1,3,1.0,1,-41,1
COc1ccc(N2C(=O)CC(C3CCCO3)C2=O)cc1 (stereo unspecified),-5,-9,16,-3,-4,34,-0.4,-12,-28,2
Cc1ccc(C(=O)N2CCC(C(=O)NC3CCCCCC3)CC2)cc1,-6,1,-2,-6,2,7,0.4,-13,1,6

# Additional structures follow.
SMILES,HSF1 inhib,GSK3 alpha inh,aSyn UTR inh,GSK3B inh,IEC-6 tox,AI-2 QS mod,HIF activator,HSF1 activator,KLF5 inhibitor,HSP90 inh
CC1CCN(c2ccc3nnc(CCC(=O)NCc4ccco4)n3n2)CC1,-2,-1,7,0,-1,21,0.0,0,-20,-4
O=c1c2ccccc2nnn1CSc1ccccc1F,29,-4,-98,2,-2,-2,1.0,82*,-176,4
COc1ccc(/C=C\C(=O)NCc2ccc3c(c2)cc(C)n3C)cc1OC,-7,-1,1,3,-2,13,0.1,-24,11,8
O=C(c1ccc(S(=O)(=O)N2CCOCC2)cc1)N(c1ccccn1)C1CCCCC1,-2,-1,12,-1,4,18,0.0,-8,-11,0
COc1ccc2oc(C(=O)OCC(=O)Nc3cc(S(=O)(=O)N4CCOCC4)ccc3OC)c(C)c2c1,-21,-1,-11,-3,.,5,0.8,-39,.,.
COc1cc(Nc2c3ccccc3nc3ccccc23)cc(OC)c1OC,13,-1,34,7,17,34,-3.2,21,-9,3
COc1ccc(-c2nc(C)ncc2-c2ccccc2)c(O)c1,0,2,10,-1,-8,14,-5.5,-9,-18,-3
COC(=O)c1c(NC(=O)COC(=O)[C@@H](NS(=O)(=O)c2ccc(C)cc2)C(C)C)sc2c1CCC2,-9,.,20,1,10,5,-0.6,1,-21,-1
C/C(=N\NC(=O)c1cccc(S(=O)(=O)N2CCOCC2)c1)c1ccco1,-3,-2,-22,-1,-1,18,-0.1,12,-9,0
O=C(Nc1cccc(F)c1)C1CCN(C(=O)c2ccc(Br)cc2)CC1,1,.,17,-1,-1,10,-0.5,-13,-23,5
CCOC(=O)/C(C#N)=C\c1cccnc1,1,0,-25,2,-5,9,-0.3,5,-11,1
CC(C)(C)NC(=O)C1CCN(S(=O)(=O)c2cccc3nsnc23)CC1,-7,-1,3,0,4,7,-0.1,-6,-13,1
CCN1CCC2(CC1)Oc1c(OC)cccc1C1CC(c3cccnc3)=NN12 (stereo unspecified),22,-2,-128,-2,-2,-18,3.4,23,4,-2
O=C(CCC1CCCC1)NCCS(=O)(=O)N1CCN(c2ccccc2F)CC1,0,-2,15,-4,.,13,-0.8,9,.,.
O=C1CN(C(=O)/C=C/c2ccccc2F)c2ccccc2N1,13,5,-24,-3,0,-5,1.7,3,-55,-1
O=C(Cn1nnc(-c2cc(C(F)(F)F)cc(C(F)(F)F)c2)n1)NNC(=S)Nc1ccc(Cl)cc1,-1,-2,-7,6,-13,45,-0.2,11,-3,-1
Cc1ccc(C)c(NC(=O)CSc2nnc([C@@H]3CCCN3C(=O)OC(C)(C)C)o2)c1,0,-11,-4,5,6,14,-0.8,19,-8,4
O=C(NCCCc1ccncc1)C1CCC(=O)N(Cc2ccc(Cl)cc2)C1 (stereo unspecified),6,0,10,0,0,26,-0.1,11,-32,1
CCOC(=O)C1CCN(S(=O)(=O)c2ccc(-n3cnnn3)c(C)c2)CC1,3,-1,-5,-20,-4,8,-0.3,-7,-3,-3
COc1ccc(S(=O)(=O)N(C)CC(=O)N2CCOCC2)cc1Cl,0,1,2,-6,0,2,0.1,-4,-26,-1
CN(Cc1cnn(C)c1)Cc1nc(Cc2ccccc2Cl)no1,0,-1,-6,4,7,16,0.0,12,12,1
O=C(Cn1c(=O)oc2ccccc21)NCCc1ccccc1Cl,-7,-1,-13,3,3,25,-0.3,-1,-7,4
Cc1ccccc1OCc1nc2ccccc2n1C,31,0,-170,1,11,-4,2.8,39,-154,5
CN1C(=O)[C@H]2[C@@H](/C=C/c3ccccc3)N3C(=O)CN(Cc4ccccn4)C(=O)[C@@]3(C)[C@H]2C1=O,-2,0,-18,-3,-2,-1,0.0,-8,-10,3
C[C@H](NC(=O)c1cc2cc(Cl)ccc2n1C)C(=O)N[C@@H](C(=O)O)c1ccccc1,0,-3,20,6,-1,8,-0.1,-2,-3,-3
COc1cc(C(O)P(=O)(OC(C)C)c2ccc(N(C)C)cc2)cc(OC)c1OC (stereo unspecified),8,0,14,4,5,-10,-0.1,14,-24,9
CCc1ccc(Nc2cc(C(=O)NCCCN3CCOCC3)c3ccccc3n2)cc1,7,-1,-42,0,6,1,0.3,13,-21,2
CC(C)(Oc1ccc(Cl)cc1)C(=O)OCC(=O)Nc1ncc(Cl)cc1Cl,-6,-2,5,1,0,13,-0.4,3,-24,-1
N#CCC(=O)NC(=O)NCC1CC1,15,-3,-9,4,0,-5,2.8,26,-24,1
COCCn1c(C)cc(C(=O)CSc2n[nH]c(N)n2)c1C,0,-2,-28,1,0,5,1.1,35,-60,-3
CCc1nc(SCC(=O)O)c(C#N)c2c1CCCC2,3,-4,7,4,1,15,1.2,5,-9,1
CCc1ccc(OCC(=O)N2CCc3ccccc32)cc1,24,-1,-190,2,-2,-47,2.5,65*,-99,3
COc1cc(C2C(C#N)=C(N)Oc3cc(C)n(CC4CCCO4)c(=O)c32)cc2c1OCO2 (stereo unspecified),-4,.,5,-2,-1,7,0.3,-4,-32,-5
Cc1cccc(-c2nc3c(c(SCC(N)=O)n2)CCCC3)c1,2,-1,17,0,1,17,-0.1,-2,-11,1
O=C(CCn1nnc2ccccc21)Nc1nnc(-c2ccccc2F)s1,-2,-2,-20,-1,-4,3,0.3,15,-13,2
CC1CN(C(=O)N[C@@H](Cc2ccccc2)C(=O)O)CC(C)O1 (stereo partly specified),0,-1,3,0,-6,24,-0.3,-10,5,1
CC1CCN(C(=O)CCCOc2cc(=O)n(C)c3ccccc23)CC1,37,2,11,0,12,16,0.1,75*,-11,-2
CN1C(=O)CC(Sc2ccccc2C(=O)O)C1=O (stereo unspecified),1,0,43,.,3,.,-0.5,-2,-29,3
OCCNc1ncnc2c1cnn2Cc1ccccc1,-6,2,-3,-4,-2,27,2.3,2,-27,-1
CC(=O)c1cc(NC(=O)c2ccc([N+](=O)[O-])cc2)c(=O)oc1C,-16,0,-16,0,0,-3,0.9,-19,-12,-1
N#Cc1c(N)nc(SCc2ccccc2)c(C#N)c1-c1ccco1,33,-1,20,3,1,-5,-0.3,41,-41,3
CS(=O)(=O)c1cc([N+](=O)[O-])c(Sc2nc3ccccc3[nH]2)c([N+](=O)[O-])c1,25,10,-13,0,-1,1,1.0,31,-24,3
O=C1CC(/C=C/c2ccccc2)=Nc2ccccc2N1,-1,-2,-252,-2,4,8,4.6,17,-200,1
CC(=O)N(C)c1ccc(NC(=O)Nc2cccc3ccccc23)cc1,19,1,-71,0,8,19,2.2,16,-75,-6
O=C(c1cnn(-c2ccccc2)c1)c1ccccc1O,13,4,-106,-2,-3,16,1.0,32,-140,5
CCOC(=O)c1ccc(NC(=O)c2n[nH]c(=O)c3ccccc23)cc1,5,-1,-90,2,2,18,0.7,8,-7,-4
COc1cc(OC)cc(-c2nc(-c3ccc(Br)cc3)no2)c1,0,-4,-164,2,-8,13,0.3,6,-21,0
O=C(O)c1cc(=O)c2cc(Cl)ccc2o1,-6,0,12,-2,-1,7,0.1,3,-31,2
Cc1ccc(/C=C2\SC(=S)N(CCCC(=O)NC3CCCC3)C2=O)cc1,-16,0,98*,0,3,19,-4.0,-3,65*,5
CC(C)N(C(=O)C1CC(=O)OC12CCCCC2)C(C)C (stereo unspecified),-6,-3,-5,-1,2,9,-0.1,-25,-7,-3
COc1ccc(C23CC4CC(CC(C4)C2)C3)cc1C(=O)NCCN(C)C,15,3,-34,2,-3,24,0.2,16,-71,0
